# ADAM17 inh: inhibits human ADAM17; inhibition, % at 6.95 µM; recombinant ADAM17, EDANS/DABCYL FRET peptide cleavage; 370,000 tested, 0.83% active;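 active means inhibition above the mean of compounds lying between control limits plus 3 SD, set per campaign, cut at about 8.5% in these data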;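 further: 0% = DMSO-only wells as the low control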
# TDP2 inh: TDP2 (human) inhibition, absorbance primary screen | inhibition, % at 12.8 µM | O95551 | 370,000 tested, 0.34% active | recombinant TDP2, T5PNP hydrolysis, p-nitrophenol absorbance 415 nm | AID 720702;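 active means inhibition above the mean of all tested compounds plus 3 SD, set per campaign, cut at about 25% in these data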;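 further: 0% = DMSO with enzyme and 100% = buffer with substrate but no TDP2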
#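 System – recombinant human TDP2 · Quantity – TDP2 enzyme at 120 nM final · Doses – single concentration, 12.8 µM nominal, with 1% DMSO · Incubation – 2 h at 37 °C · Measured by – epi absorbance of p-nitrophenol freed from T5PNP by hydrolysis · Read-out – % inhibition relative to enzyme-containing and enzyme-free wells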
# DDE Tn6 FP inh: DD(E)-Tn6 binding inhibition, primary FP screen; P02675; Fibrin DD(E) TRITC-Tn6 fluorescence polarization displacement; inhibition, % at 8.3 µM; 370,000 tested, 0.21% active; AID 720509;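 active means inhibition above a per-campaign cutoff: mean of compounds within control limits plus 3 SD, cut at about 15% in these data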;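 further: 0% = median of all compound wells on the plate and 100% = blocking peptide control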
# ARFGAP1 inh: inhibits rat ARF GTPase activating protein 1; Arfgap1-stimulated ARF1 GTP hydrolysis, GDP FP detection; inhibition, % at 16.5 µM; 360,000 tested, 0.26% active;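 active means inhibition above a per-plate limit, mean inhibition of low control wells plus 3 SD, cut at about 25% in these data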;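 further: 0% = DMSO wells with enzyme and 100% = wells lacking Arfgap1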
#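 Assay system: purified rat His6-Arfgap1 residues 1-136 (GAP domain); Reagent: human Δ17 ARF1 bound to GTP; Dosing: 16.5 µM single point, 1.26% DMSO; Times: GTP hydrolysis reaction 2 h at 25 °C; Signal: FP, GDP Alexa 633 tracer displaced from anti-GDP antibody, 620/688 nm; Measure: % inhibition from polarization.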
# DDE Tn7 FP inh: disrupts Tn7 cyclic peptide binding to fibrin D-Dimer-E complex; FP displacement of FITC-Tn7 peptide from fibrin DD(E); 0% = median of compound wells per plate; inhibition, % at 8.3 µM; 370,000 tested, 0.13% active;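 active means inhibition above the mean of compounds falling within the control limits plus 3 SD of them, cut at about 14% in these data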;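 further: 0% = plate median of compound wells and 100% = 10 µM Aha-Tn7 peptide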
#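 Assay system: human fibrin DD(E). Input: DD(E) 2 µM final. Medium: Tris buffer with calcium and detergent, pH 7.8. Compound dosing: single point at 8.3 µM. Timing: 10 min plus 3 h, room temperature. Technique: fluorescence polarization of the labelled Tn7 tracer. Read-out: percent inhibition. Replicates: singlicate testing.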
# SIAE primary: blocks human sialic acid acetylesterase. 370,000 tested, 0.69% active. AID 1053197. SIAE FP-Rh probe binding, fluorescence polarization. inhibition, % at 9.66 µM;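 active means inhibition above a cutoff: mean of compounds within the control limits plus 3 SD of those, cut at about 17% in these data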;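 further: 0% = plate median of compound wells and 100% = probe without SIAE protein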
# PLCb3 inh: inhibitors of human phospholipase C beta3. inhibition, % at 12.2 µM. Q01970. AID 720704. Purified PLC-beta3, fluorogenic substrate, fluorescence. 370,000 tested, 0.18% active; in the data active means inhibition above about 11%;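 further: 0% = median of compound wells on plate and 100% = full blocker control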
# ADAM10 inh: inhibits human ADAM10. 370,000 tested, 0.62% active. O14672. AID 720582. inhibition, % at 7 µM. recombinant ADAM10, EDANS/DABCYL FRET peptide cleavage, 3 h;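 active means inhibition above a per-campaign cutoff equal to the mean of compounds falling between control-based bounds plus 3 SD, cut at about 20% in these data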;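 further: 0% = DMSO wells while the 100% control is not disclosed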
# Target sequence (O14672 214-748 limits assumed): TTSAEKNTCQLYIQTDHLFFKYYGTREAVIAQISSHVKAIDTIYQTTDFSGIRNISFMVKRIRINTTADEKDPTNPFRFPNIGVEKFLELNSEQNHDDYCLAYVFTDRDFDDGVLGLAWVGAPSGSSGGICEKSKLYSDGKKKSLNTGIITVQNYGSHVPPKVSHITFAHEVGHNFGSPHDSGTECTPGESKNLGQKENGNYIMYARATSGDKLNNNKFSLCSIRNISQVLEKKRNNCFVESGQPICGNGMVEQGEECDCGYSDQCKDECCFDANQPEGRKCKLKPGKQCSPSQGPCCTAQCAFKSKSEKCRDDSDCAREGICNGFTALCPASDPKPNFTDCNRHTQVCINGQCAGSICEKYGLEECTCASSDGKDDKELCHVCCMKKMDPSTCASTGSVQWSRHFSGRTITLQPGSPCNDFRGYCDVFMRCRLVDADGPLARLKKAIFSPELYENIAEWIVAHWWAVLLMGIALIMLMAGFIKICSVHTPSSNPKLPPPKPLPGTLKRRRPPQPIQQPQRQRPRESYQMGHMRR
# ASAP1 inh: inhibitors of human ASAP1 ArfGAP activity; ASAP1-stimulated ARF1 GTP hydrolysis, GDP FP detection; inhibition, % at 16.5 µM; 360,000 tested, 0.19% active; in the data active means inhibition above about 25%;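 further: 0% = vehicle with enzyme and substrate and 100% = no enzyme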
# Target sequence (Q9ULH1 325-724 limits assumed): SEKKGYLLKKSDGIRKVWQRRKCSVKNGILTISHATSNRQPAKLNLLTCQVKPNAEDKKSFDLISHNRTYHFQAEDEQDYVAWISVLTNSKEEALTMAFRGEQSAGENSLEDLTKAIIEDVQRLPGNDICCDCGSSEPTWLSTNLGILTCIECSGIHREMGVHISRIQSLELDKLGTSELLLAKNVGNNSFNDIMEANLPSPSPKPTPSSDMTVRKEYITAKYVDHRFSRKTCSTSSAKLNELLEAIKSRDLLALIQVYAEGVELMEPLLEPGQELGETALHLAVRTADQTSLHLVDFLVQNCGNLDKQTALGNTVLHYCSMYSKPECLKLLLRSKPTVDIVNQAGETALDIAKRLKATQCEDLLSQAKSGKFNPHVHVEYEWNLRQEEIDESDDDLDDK
# PLC-gamma1 inh: blocks human PLC-gamma1 enzyme activity. P19174. purified PLC-gamma1, fluorogenic substrate, fluorescence. inhibition, % at 12.2 µM. 370,000 tested, 0.84% active. AID 720700; in the data active means inhibition above about 9.5%
# * = called active by the depositor; x = not tested or not shown.
SMILES,ADAM17 inh,TDP2 inh,DDE Tn6 FP inh,ARFGAP1 inh,DDE Tn7 FP inh,SIAE primary,PLCb3 inh,ADAM10 inh,ASAP1 inh,PLC-gamma1 inh
Cc1nc(C)c(-c2ccc(SCC(=O)Nc3ccc(C)c(Cl)c3)nn2)s1,1,3,1,3,-6,10,-3,-4,0,-1
CCOC(=O)C(C)(C)Sc1nc2c(cnn2-c2ccc(Cl)cc2)c(=O)[nH]1,1,-4,3,-3,0,-1,-3,-15,12,3
COc1cccc(-c2ccc3c(c2)C2CC3CCN2C(=O)c2ccc(-c3ccccc3)cc2)c1 (stereo not drawn),2,3,12,13,-1,-8,0,2,6,-1
O=C(NCc1ccccc1Cl)[C@H]1CCCN1C(=O)[C@H]1CCCN1,-3,-7,6,7,-3,1,1,-15,5,-3
CCCCOC(=O)C1CCCC(C(=O)OCCCC)N1 (stereo not drawn),-6,3,3,-6,3,-1,2,2,-10,2
Cc1n(CC(O)COC2CCCCC2)c2ccccc2[n+]1C (stereo not drawn),-1,-1,-2,-12,2,2,3,-2,1,0
C=CC[C@H](CC(=O)OC(C)(C)C)C(=O)OC[C@@H]1CCCN1C(=O)[C@@H](CC=C)CC(=O)N[C@H](CO)Cc1ccccc1,-6,-2,0,3,4,6,4,-6,-7,2
COC(=O)[C@]1(CC(C)C)N[C@H](c2ccc(-c3ccc4c(c3)OCO4)cc2)[C@@H]2C(=O)N(C)C(=O)[C@@H]21,-6,-7,6,8,8,1,-10,-10,1,-6
Cc1cc(C)cc(NC(=O)CSc2ccc(-c3ccco3)nn2)c1,0,-10,1,8,8,1,-5,-4,-16,-5
c1ccc(-c2cc3nc(NCc4cccs4)ccn3n2)cc1,-25,7,2,-2,-1,-6,-83,-80,17,-69
CCC1CC(CSc2ncn[nH]2)OC1=O (stereo not drawn),5,-15,-4,-1,4,1,5,5,17,8
COc1ccccc1C1/C(=C(/O)c2cnn(-c3ccccc3)c2C)C(=O)C(=O)N1CCN(C)C (stereo not drawn),-2,6,-1,8,0,4,-8,3,-16,1
CC1CCN(C(=O)c2ccc3c(=O)n4c(nc3c2)CCCCC4)CC1,-7,1,5,-3,-2,5,-10,-8,-6,-3
COc1ccc(OC)c(S(=O)(=O)N2CCCCC2C(=O)N2CCN(Cc3ccc(F)cc3)CC2)c1 (stereo not drawn),2,-2,5,x,1,-1,1,-4,x,-2
CCn1c(CSc2nnc(-c3ccoc3C)n2C)nc2cc(S(=O)(=O)N(C)C)ccc21,-6,4,8,5,1,1,-4,-11,-9,-2
CC1C(=O)N(Cc2cn(CC3CCCCC3)nn2)CCS(=O)(=O)N1Cc1ccc(-c2ccccc2)cc1 (stereo not drawn),7,2,7,2,1,2,1,3,7,-1
Cc1cccc(NC(=O)C2CCCN2S(=O)(=O)c2ccc(Cl)cc2)n1 (stereo not drawn),2,-3,-2,-1,3,-4,-4,4,7,-3
Cn1nc(C(C)(C)C)cc1C(=O)NNC(=O)c1cccc(Cl)c1,-6,4,3,-4,5,-2,-1,2,-8,-1
Cc1cc(C(=O)NNC(=S)NC(=O)/C=C/c2ccccc2Cl)n[nH]1,-1,-12,3,2,8,-8,-26,2,-8,-21
CC(C)C[C@H](NC(=O)c1nc[nH]c1C(=O)N1CCN(c2ccccc2)CC1)C(=O)OCc1ccccc1,4,-8,-13,0,-7,7,-9,14,2,-3
COc1ccc(S(=O)(=O)CC(O)CN2CCCC2=O)cc1 (stereo not drawn),-1,-6,1,2,6,3,0,0,-5,-1
CC1=CC(C)(C)N2C(=O)C3(C(C#N)=C(N)OC4=C3C(=O)CC(C)(C)C4)c3cc(C)cc1c32 (stereo not drawn),2,-2,8,-3,-1,15,-1,1,-10,2
Cc1ccc2c(CN3CCC(C)CC3)cc(=O)oc2c1C,1,-14,1,1,-7,0,-14,-5,15,1
COc1ccc(C(=O)NC2CCN(CC(=O)Nc3cccc(OC)c3)CC2)cc1,-1,-10,-6,4,1,0,-4,-7,-8,2
COC(=O)C1=C(C)N(C)C(=NCc2cccc(C(F)(F)F)c2)NC1c1ccc(Cl)cc1 (stereo not drawn),-4,-6,0,0,4,2,2,-6,5,1
O=C(O)CN1C(=O)C2C3C=CC(C2C1=O)C1C(=O)N(CC(=O)O)C(=O)C31 (stereo not drawn),-6,9,-2,-1,4,-7,-8,12,-5,1
CCn1c(-c2ccc(C)cc2)n[nH]c1=S,-1,-4,9,1,-4,5,3,9,4,4
O=C1C2=C(SCCS2)C(=O)N1c1ccccc1,-1,1,0,-6,0,1,3,0,-2,-1
O=C(N/N=C\c1ccc(CNS(=O)(=O)c2ccc(Cl)cc2)o1)C(=O)Nc1ccc(Oc2ccccc2)cc1,-3,6,-2,12,-3,9,2,1,10,-1
CC(Oc1ccccc1F)C(=O)NNC(=O)Cc1ccc(S(=O)(=O)N2CCOCC2)s1 (stereo not drawn),3,-4,8,11,-5,-7,-9,0,1,-7
Cc1ccc(C)c(N2CCN(C(=O)CCCn3c(=S)[nH]c4cc5c(cc4c3=O)OCO5)CC2)c1,-7,2,-5,-1,3,-3,3,-4,10,6
CCOc1ccc(Cn2nnc(C(=O)NCCc3ccccc3)c2N)cc1,-2,-10,0,16,3,-3,-3,-22,8,8
CCC(=O)c1cc2c(C)cc(=O)oc2c(C)c1OC(=O)C(C)C,-5,-5,-6,-2,-9,-5,-52,-21,12,-46
COC(=O)c1c(-c2ccc(C)cc2)csc1NC(=O)Cc1ccc(OC)c(OC)c1,1,2,-3,-8,1,-5,-12,3,11,-6
O=C1CC(NS(=O)(=O)c2cccs2)CN1c1ccccc1 (stereo not drawn),-4,1,-1,-4,-1,1,2,-8,-11,3
COc1ccc(Cn2c(=S)[nH]c3cc(C(=O)N4CCN(c5ccccc5)CC4)ccc3c2=O)cc1,-2,1,-7,2,3,2,-3,-1,-6,0

# Part of the list above, limited to ADAM10 inh.
smiles,ADAM10 inh
O=C(O)CN1C(=O)C2C3C=CC(C2C1=O)C1C(=O)N(CC(=O)O)C(=O)C31 (stereo not drawn),12
CCn1c(-c2ccc(C)cc2)n[nH]c1=S,9
O=C1C2=C(SCCS2)C(=O)N1c1ccccc1,0
O=C(N/N=C\c1ccc(CNS(=O)(=O)c2ccc(Cl)cc2)o1)C(=O)Nc1ccc(Oc2ccccc2)cc1,1

# New compounds follow.
SMILES,ADAM17 inh,TDP2 inh,DDE Tn6 FP inh,ARFGAP1 inh,DDE Tn7 FP inh,SIAE primary,PLCb3 inh,ADAM10 inh,ASAP1 inh,PLC-gamma1 inh
O=C1N=C(N2CCC(Cc3ccccc3)CC2)S/C1=C/c1cn[nH]c1-c1ccccc1,-2,1,3,21,7,-2,-2,2,-8,-4
COc1ccc2c(=O)cc(C(=O)O)oc2c1,-5,1,10,-7,-1,-3,-6,-19,-16,-7
COc1cccc(N2CC(NC(=O)C(=O)c3c[nH]c4ccccc34)CC2=O)c1 (stereo not drawn),2,0,-4,12,-9,0,-7,3,-3,-2
CCn1c(SCC(=O)NC2CCCCC2)nc2c(c1=O)SCC2,-1,7,2,-9,-4,-1,-1,2,-1,5
Cc1cc(C)n(/N=C/c2ccc(O)cc2)c(=O)c1C#N,1,4,-4,-7,5,-4,2,-2,-3,5
Cn1c(=O)c2[nH]c(N=Nc3ccc(N)cc3N)nc2n(C)c1=O,-9,-2,0,-5,-5,4,-18,-26,-7,-9
Oc1ccccc1CNc1nccs1,-5,-8,9,9,4,7,-3,-3,-15,4
COc1ccccc1NS(=O)(=O)c1cccc(NC(=O)C2CC(=O)N(Cc3ccccc3)C2)c1 (stereo not drawn),-2,5,4,2,11,-4,3,2,-13,3
C[C@H](CO)N1C[C@H](C)[C@H](CN(C)C(=O)Nc2cccc(C(F)(F)F)c2)OCc2cnnn2CCCC1=O,-2,9,6,-12,3,17,0,-4,2,0
Cc1ccc(NC(=O)Cn2nnc(-c3ccccc3-n3cnnn3)n2)c(C)c1,-2,6,3,7,5,5,-1,6,4,-1
Cc1ccc(NC(=O)COC(=O)COc2cccc3c2OC(C)(C)C3)cc1S(=O)(=O)N1CCOCC1,-2,7,-1,1,-1,0,-5,-2,-3,-5
CCc1sc(-c2ccccc2)nc1C(=O)OC,-2,8,3,-7,-6,-1,-2,-4,-6,2
CCOC(=O)C1CCN(C(=S)Nc2cc(C)ccc2C)CC1,-2,-10,-9,0,-8,-1,-2,-13,7,3
Cc1nnc(SCC(=O)Nc2ncc3c(n2)CC(c2ccccc2)CC3=O)s1 (stereo not drawn),-1,7,-12,-11,-3,3,1,7,2,9
Cc1[nH]c2ccccc2c1C(=O)C(=O)N(C)C1CCCCC1,1,7,8,-2,-2,5,-6,-1,-11,1
CC(C)(C)c1cc(NS(=O)(=O)c2ccc3c(c2)OCCO3)on1,0,-9,1,-1,2,3,2,8,-3,3
O=C(C1CCCO1)N1CCC(O)(c2ccccc2)CC1 (stereo not drawn),-6,-7,-11,11,-4,2,0,-2,-4,3
COc1ccc(C/C(N)=N/n2cnnc2)cc1Cl,-4,7,4,-5,0,2,-2,-3,-1,1
CCOC(=O)CNc1nc(Oc2ccc(=O)n(C)n2)nc(N(CC)CC)n1,4,-9,-2,7,-5,4,1,7,-8,3
COc1ccc(CCNS(=O)(=O)c2ccc(Br)s2)cc1,1,5,2,6,3,0,-6,7,-16,0
O=C(NCC(c1ccco1)N1CCCC1)c1ccccc1Sc1ccc(C(F)(F)F)cc1[N+](=O)[O-] (stereo not drawn),0,-8,2,9,7,3,-2,-6,-7,-2
CC(C)CCn1c(=O)c2c(nc3n2CCCN3Cc2ccccc2)n(C)c1=O,-3,-1,-3,6,2,-2,1,-1,-4,1
CCOC(=O)c1cc(NC(=O)Nc2ccccc2Cl)c(C)nc1C,-1,0,4,1,-7,-6,-1,3,4,-2
CCN(CC)C(=O)c1cccc(NC(=O)C2=COCCO2)c1,-4,-10,-3,8,6,-1,2,-8,6,-1
COc1ccc(NS(=O)(=O)c2cccc(C(=O)NCC(c3ccco3)N(C)C)c2)cc1 (stereo not drawn),-4,-10,-2,-12,1,5,-15,-19,2,-12

# Screens (PubChem)
